Screening data (PubChem BioAssay)
Rac1 mut GTP = modulators of GTP binding to human Rac1 activated mutant; P63000; GST-Rac1 activated beads, fluorescent GTP binding, flow cytometry; actives lie on both sides; 100% means binding = to untreated wells; percent activity (GTP binding), % at 10 µM; actives 0.11% (n = 190,000); AID 764;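 active = GTP binding at least 20 percentage points away from the 100% baseline, in either direction, so actives lie on both sides; inconclusive = Compound likely fluorescent itself, or too few beads counted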
Pf gametocyte = P. falciparum stage V gametocyte viability inhibition | P. falciparum stage V gametocytes, ATP luminescence, 24 h | inhibition, % at 10.9 µM | actives 0.065% (n = 150,000) | AID 743093;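 active = inhibition above the mean plus 3 SD of compounds within the control limits, set per campaign, cut at about 38% in these data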;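 also: 0% = DMSO wells and 100% = medium only without gametocytes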
HRas wt GTP = modulators of GTP binding to human HRas wildtype. actives 0.14% (n = 190,000). GTP binding activity, % at 10 µM. GST-Ras wt beads, Bodipy-FL-GTP binding, flow cytometry; actives lie on both sides. P01112. AID 759;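 active = GTP binding activity at least 20% away from the 100% baseline, either lowered as inhibitor or raised as activator; inconclusive = flagged as likely green fluorescent, judged across all proteins in the well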;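 also: 0% = unlabeled GTP competition control and 100% = no-compound control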
Target sequence (P01112 whole entry, looked up): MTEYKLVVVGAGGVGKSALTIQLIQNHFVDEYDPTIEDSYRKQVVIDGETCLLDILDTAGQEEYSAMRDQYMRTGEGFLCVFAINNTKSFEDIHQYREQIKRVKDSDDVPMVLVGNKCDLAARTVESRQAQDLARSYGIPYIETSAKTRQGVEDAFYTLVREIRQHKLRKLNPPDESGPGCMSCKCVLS
Cdc42 wt GTP = changes GTP binding to wildtype human Cdc42; AID 761; P60953; percent activity (GTP binding), % at 10 µM; actives 0.2% (n = 190,000); GST-Cdc42 beads, Bodipy-GTP binding, flow cytometry; actives lie on both sides;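 active = percent activity GTP binding at least 20 points away from the 100% baseline, either down as inhibitor or up as activator; inconclusive = compound flagged as likely green fluorescent from well-wide comparison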;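 also: median bead fluorescence of bound Bodipy-FL-GTP at 100 nM; 0% = excess unlabeled GTP control and 100% = no compound control; below 100% means less GTP binding so inhibitor and above means activator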
Target sequence (P60953 whole entry, looked up): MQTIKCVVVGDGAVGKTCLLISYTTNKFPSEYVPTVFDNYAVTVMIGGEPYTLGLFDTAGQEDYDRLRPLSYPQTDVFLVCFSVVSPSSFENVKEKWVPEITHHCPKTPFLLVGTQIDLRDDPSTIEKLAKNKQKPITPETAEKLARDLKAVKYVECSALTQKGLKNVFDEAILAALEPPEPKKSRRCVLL
ABCG2 inh = human ABCG2 inhibition, ABCB1 as counter-screen | Q9UNQ0 | IgMXP3 cells, JC-1 efflux, flow cytometry | actives 0.1% (n = 190,000) | inhibition, % at 6.6 µM;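 active = inhibition above 80%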;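 also: 0% = DMSO and 100% = nicardipine control wells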
Target sequence (Q9UNQ0 whole entry, looked up): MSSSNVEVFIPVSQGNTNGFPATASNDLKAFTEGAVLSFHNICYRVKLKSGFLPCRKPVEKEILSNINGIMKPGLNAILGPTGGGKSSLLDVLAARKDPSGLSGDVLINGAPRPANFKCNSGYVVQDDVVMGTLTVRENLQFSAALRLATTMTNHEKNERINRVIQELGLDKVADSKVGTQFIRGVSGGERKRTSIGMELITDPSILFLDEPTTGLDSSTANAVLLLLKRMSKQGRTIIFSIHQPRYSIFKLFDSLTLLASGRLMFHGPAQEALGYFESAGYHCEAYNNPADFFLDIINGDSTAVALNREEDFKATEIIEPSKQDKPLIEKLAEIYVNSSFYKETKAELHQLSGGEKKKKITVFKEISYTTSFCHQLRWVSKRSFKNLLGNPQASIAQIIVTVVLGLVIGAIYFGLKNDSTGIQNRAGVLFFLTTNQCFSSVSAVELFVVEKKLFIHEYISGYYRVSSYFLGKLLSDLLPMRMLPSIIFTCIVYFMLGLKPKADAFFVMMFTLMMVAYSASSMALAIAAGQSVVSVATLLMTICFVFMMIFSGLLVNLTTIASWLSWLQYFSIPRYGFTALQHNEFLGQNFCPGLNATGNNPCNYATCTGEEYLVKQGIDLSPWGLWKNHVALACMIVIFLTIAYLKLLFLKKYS
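Read-out basis: Efflux inhibition in percent versus controls | Test system: ABCG2 IgMXP3 and barcoded ABCB1 CCRF-Adr cell mix | Quantity: 3 million cells/mL in well | Schedule: 10 min at 25 °C | Control set: Nicardipine as high control, DMSO as low control | Reagent: JC-1 as fluorescent efflux pump substrate | Signal: Flow cytometry of retained JC-1 fluorescence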
Rac1 wt modul = alters GTP binding to wildtype human Rac1; P63000; GST-Rac1 beads, fluorescent GTP binding, flow cytometry; actives lie on both sides; 0 = cold GTP competed, 100 = untreated; GTP binding activity (% of control), % at 10 µM; actives 0.27% (n = 190,000);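 active = GTP binding activity at least 20 points away from the 100% control level, either lower or higher; inconclusive = compound flagged as likely green fluorescent, judged across all proteins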
Rab2 wt GTP = changes GTP binding to wildtype dog Rab2A, up or down; P61105; GST-Rab2 wt beads, Bodipy-GTP binding, flow cytometry; GTP binding activity, % at 10 µM; actives 0.19% (n = 190,000);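 active = GTP binding activity at least 20 points away from 100%, either lowered or raised; inconclusive = signal likely due to the compound's own green fluorescence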;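 also: 0% = beads with excess unlabeled GTP and 100% = no-compound control corrected for plate trend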
ABCB1 inh = blocks JC-1 efflux by human ABCB1 transporter; P08183; CCRF-Adr cells, flow cytometry; inhibition, % at 6.6 µM; actives 0.067% (n = 190,000); AID 1326; in the data active = inhibition above about 40%;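 also: 0% = vehicle and 100% = reference inhibitor; higher value means more JC-1 retained so stronger ABCB1 efflux block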
Rab7 wt GTP bind = modulators of GTP binding to dog Rab7 wildtype GTPase; GST-Rab7 beads, fluorescent GTP binding, flow cytometry; actives lie on both sides; untreated = 100%, excess cold GTP = 0%; GTP binding activity (percent of control), % at 10 µM; actives 0.055% (n = 190,000);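 active = fluorescent GTP binding to Rab7 beads changed by at least 20 points from the 100% baseline, either direction, mostly lower; inconclusive = compound itself probably fluorescent, or too few beads counted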;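 also: median green fluorescence of bound Bodipy-FL-GTP per Rab7 bead population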
Avidin fluor = avidin bead compound fluorescence profile; actives 0.38% (n = 220,000); Avidin beads, compound fluorescence 488/530 nm, flow cytometry; hits give high values; fluorescence (KMESF) at 10 µM; in the data active = fluorescence above about 47; also: inactives centre near 10
GSH bead fluor = compound fluoresces at 488/530 nm on GSH beads. actives 0.25% (n = 190,000). fluorescence (KMESF) at 10 µM. AID 1776. GSH beads flow cytometry, compound fluorescence 488/530 nm; hits give high values; in the data active = fluorescence above about 89;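 also: glutathione beads carrying GST-tagged Bcl family fusion proteins plus one bare bead set; values are compound well signal with DMSO vehicle wells as background; inactives centre near 16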
* marks the source's active call; other numbers are inactive results; ? = inconclusive; · = not tested or not shown.

SMILES	Rac1 mut GTP	Pf gametocyte	HRas wt GTP	Cdc42 wt GTP	ABCG2 inh	Rac1 wt modul	Rab2 wt GTP	ABCB1 inh	Rab7 wt GTP bind	Avidin fluor	GSH bead fluor
O=C(CCC(=O)NNC(=O)c1ccccc1[N+](=O)[O-])NCc1ccccc1	98	-6	97	99	1	98	99	0.8	101	11	19
CCOC(=O)c1c(C)n(C)c2ccc(OCC(O)Cn3c(C)nc4ccccc43)cc12 (stereo not given)	98	·	100	100	-5	100	99	-3.5	102	11	22
CCOC(=O)N1CCN(Cc2ccc(O)c3ncccc23)CC1	95	3	94	99	1	100	95	0.2	92	13	12
Cc1ccc(NC2=NCCC2)cc1Cl	99	1	102	101	0	105	102	0.1	100	7	21
Cc1ccc(-n2c(C)cc(/C=N/NC(=O)Cn3c4ccccc4c(=O)c4ccccc43)c2C)cc1	99	-35	101	102	-8	105	102	-2.4	100	3	9
CCOC(=O)C1CCN(C(=O)c2cccc(Cl)c2)CC1	100	·	99	100	0	103	101	0.3	100	17	30
COc1cc(/C=N/N2CCOCC2)ccc1OCc1ccc(Cl)cc1	94	-3	97	94	5	93	96	0.9	101	26	17
CCC(C)C1NC(=S)N(Cc2ccccc2)C1=O (stereo not given)	98	5	98	99	7	96	99	1.5	99	17	14
Cc1cccc(OCCCC(=O)N2CCCc3ccccc32)c1C	99	·	102	103	5	107	100	-0.4	101	7	41
CCCC(=O)N1N=C(c2ccccc2)CC1c1cn(C)c2ccccc12 (stereo not given)	102	0	99	97	0	100	98	0.9	99	16	9
CCN(CC)S(=O)(=O)c1ccc(C)c(NC(=S)N2CCN(Cc3ccc4c(c3)OCO4)CC2)c1	92	-20	94	93	1	96	94	0.1	95	12	14
COc1cccc(NC(=O)CCN2CCC(C(N)=O)CC2)c1	99	·	98	97	0	97	100	0.2	101	16	10
CC(C)CNC(=O)C(=O)NCc1ccccc1	95	·	95	97	7	101	95	0.0	93	11	11
CCOC(=O)C1(C(=O)OCC)CC1c1ccccc1 (stereo not given)	92	23	95	95	-1	94	93	-0.2	94	13	30
O=C(O)Cc1ccc(NC(=O)C2CC=CCC2C(=O)O)cc1 (stereo not given)	101	·	102	103	3	107	100	0.1	100	11	12
O=C(CSC1=NCCS1)NC(c1ccccc1)c1ccccc1	97	-9	99	101	5	102	98	0.4	102	2	11
COc1ccc(/C=C/C(=O)NC(C)CCc2ccccc2)cc1OC (stereo not given)	99	13	100	101	4	102	97	0.9	97	12	26
COc1ccccc1CNC(=O)CS(=O)Cc1nc(-c2ccccc2C)oc1C (stereo not given)	96	·	98	97	0	99	97	0.4	95	4	23
Cc1ccc2nc(C)c(C(=O)N/N=C/c3ccc(N4CCOCC4)cc3)cc2c1	99	-10	100	102	12	102	99	1.4	99	10	18
COc1cccc(-c2nc(-c3ccc4c(c3)NC(=O)CO4)cs2)c1	94	-25	94	96	0	95	95	-0.1	107	6	17
CS(=O)(=O)N(CC(=O)NCc1ccco1)c1ccc(OCc2ccccc2)cc1	96	-8	94	95	0	98	95	0.0	96	8	15
COc1ccc(/C=C/C(=O)c2ccc(O)cc2)cc1CN1CCOCC1	101	-14	101	103	7	104	101	0.6	101	14	14
CCCCOc1ccc(C(=O)NCC(=O)OCC(=O)N2CCN(S(=O)(=O)c3ccc(C)cc3C)CC2)cc1	97	5	96	96	0	98	98	0.5	99	3	6
CC(=O)Nc1cccc(C(=O)OCC(=O)NCc2ccc(F)cc2)c1	93	-7	96	96	4	98	96	0.6	96	8	15
COc1cccc(-n2nc(C(=O)O)c3ccccc3c2=O)c1	99	·	101	101	2	101	101	0.5	104	11	16
O=C(/C=C/c1ccc(N2CCC(c3ccccc3)=N2)cc1)c1ccccc1	?	·	?	?	81*	?	?	75*	?	28	172*
CC(C)N(C(=O)COC(=O)[C@H](C)NC(N)=O)c1ccccc1	95	5	96	99	2	101	98	0.6	98	10	24
CC1CN(C(=O)c2cccs2)CCN1C(=O)c1cccs1 (stereo not given)	101	-12	104	103	12	109	105	-0.5	104	29	24
Cc1ccnc(N/C=C(\C#N)c2nc(-c3cccc(Br)c3)cs2)c1	97	·	97	98	43	100	98	47*	101	29	26
CC(C)C(C(=O)NCC1CCCO1)N(Cc1ccco1)C(=O)CNS(=O)(=O)c1ccccc1 (stereo not given)	95	21	98	98	4	94	97	0.8	96	10	26
C=CCc1cc(Cl)ccc1OCCCNC(C)CC (stereo not given)	98	-13	99	103	11	104	99	4.2	96	12	23
Cn1cc(CN2CCN(c3cnccn3)CC2)c(-c2cccc(Cl)c2)n1	94	3	97	98	6	98	98	2.7	104	4	11
Cn1c(=O)n(CCc2ccccc2)c(=O)c2c1nc1n2CCCN1c1ccccc1	98	5	99	102	15	100	95	0.8	95	11	23
Cc1ccc(C)n1-c1cccc(C(=O)O)c1	82	·	84	84	-2	82	84	-0.6	87	2	7
O=C(NC(Cc1ccccc1)C(=O)N1CCCC1C(=O)O)c1ccccc1 (stereo not given)	97	·	102	100	1	103	101	0.3	106	10	6
COc1cc([C@@H]2c3cc4c(cc3[C@H](O)[C@H]3COC(=O)[C@H]23)OCO4)cc(OC)c1OC	103	·	102	104	1	101	98	0.3	99	8	20
Cc1cc(C)cc(N=C2SC(CC(=O)Nc3ccccc3)C(=O)N2CCN2CCOCC2)c1 (stereo not given)	92	-11	98	95	12	96	99	3.8	102	7	16
Cc1ccc(S(=O)(=O)/C(C#N)=C/c2c(N3CCC(C(N)=O)CC3)nc3c(C)cccn3c2=O)cc1	87	-28	87	88	-8	89	86	-4.7	87	3	21
Cc1ccc(S(=O)(=O)NCc2ccc(C(=O)NC3CC3)cc2)cc1	98	-10	102	100	-3	104	99	-1.9	102	11	23
O=C(c1cc(-c2ccccn2)nc2ccc(Br)cc12)N1CCN(S(=O)(=O)c2ccccc2)CC1	97	-4	96	93	-1	96	96	0.7	101	8	14
CC(C)CCNC(=O)C(=O)NCCC1=CCCCC1	100	-16	100	100	4	101	100	0.6	98	15	12
CCN1C(=C2C(=O)c3ccccc3C2=O)C=Cc2ccccc21	95	16	94	97	0	97	94	0.0	97	9	54
O=C(Nc1nc2cc3c(cc2s1)OCCO3)c1ccncc1	97	19	100	97	1	100	95	0.4	103	13	11
CCOC(=O)c1c(C)[nH]c(C(=O)OC)c1CCC(=O)OC	98	·	99	99	7	100	96	0.5	96	4	23
Cc1ccccc1NC(=O)N1C2CCCC1CC(NC(=O)C(C)(C)C)C2 (stereo not given)	101	·	102	103	0	108	99	-0.6	97	7	48
Cc1n[nH]c(C)c1S(=O)(=O)N1CCC(C(=O)O)CC1	?	-2	?	?	1	?	?	0.5	?	16	21
COc1ccc(NC(=S)NC2CCCCC2)c(OC)c1	101	10	100	97	2	98	102	0.7	101	23	11
Cc1ccc(C(=O)c2coc3cc([N+](=O)[O-])c(O)c([N+](=O)[O-])c23)cc1	94	-16	98	96	9	99	95	-0.9	99	4	9
CC(C)Cc1cc(C(=O)NCc2cccs2)no1	94	·	96	95	7	95	97	0.4	97	4	19
Cc1cc(C(F)F)n2nc(C(=O)Nc3cccnc3Cl)nc2n1	103	·	105	109	1	107	105	0.1	100	6	24
Cc1ccc(-n2cc(CN3CCC(O)(c4ccccn4)CC3)c(-c3ccc(F)cc3)n2)cc1	97	13	96	97	2	100	96	1.9	96	10	19
CO/N=C/NC(=O)Cc1cn(-c2ncc(C(F)(F)F)cc2Cl)c2ccccc12	96	-21	100	100	15	105	98	-1.2	102	11	32
O=[N+]([O-])c1ccc(N2CCOCC2)cc1NC(c1ccccc1)c1ccccc1	99	6	98	100	41	104	96	3.6	99	8	11
CCN(CC)c1ccc(/C=N/n2nnnc2N)c(O)c1	97	·	96	99	3	100	96	0.6	95	37	12
COc1ccc(NC(=O)CCn2cccc2)cc1	96	·	101	99	0	97	99	0.0	103	36	14
COc1ccc(/C=N/NC(=O)c2cc(Br)ccc2O)cc1Cn1cc(Cl)cn1	95	-1	97	94	-12	100	94	-0.7	94	14	11
CCNc1nc(NC(C)(C)C)nc(N2CCCCC2)n1	91	·	95	93	10	95	95	1.5	96	9	17
Cc1ccc(NC(=O)CSc2nccn2C)cc1S(=O)(=O)N1CCOCC1	102	·	102	105	3	106	101	0.5	99	13	5
CCOc1cc(Br)c(C(=O)O)cc1OCC	103	·	105	105	-1	104	107	-0.3	103	7	18
COc1cccc(C(=O)Nc2cccc(C(C)=O)c2)c1	97	-3	100	98	-1	101	97	-0.1	100	2	18

3 of the entries above in order of their number in Avidin fluor, highest first:
Compound,Avidin fluor
Cn1c(=O)n(CCc2ccccc2)c(=O)c2c1nc1n2CCCN1c1ccccc1,11
O=[N+]([O-])c1ccc(N2CCOCC2)cc1NC(c1ccccc1)c1ccccc1,8
Cc1ccc(NC2=NCCC2)cc1Cl,7

Additional compounds:
SMILES	Rac1 mut GTP	Pf gametocyte	HRas wt GTP	Cdc42 wt GTP	ABCG2 inh	Rac1 wt modul	Rab2 wt GTP	ABCB1 inh	Rab7 wt GTP bind	Avidin fluor	GSH bead fluor
CC1=NN(C(=O)c2csc(C)c2)C(O)(C(F)(F)F)C1 (stereo not given)	101	-28	99	98	7	102	99	0.2	101	12	35
CN(C)CCN(C(=O)/C=C/c1cccs1)c1nc2c(F)cc(F)cc2s1	98	·	100	101	25	104	97	0.2	97	13	10
CC(CC(=O)Nc1cc(C(F)(F)F)ccc1Cl)c1ccccc1 (stereo not given)	94	1	98	97	1	96	98	0.5	100	34	13
Cc1ccccc1C(=O)O/N=C(\N)c1ccncc1	99	·	99	97	6	102	96	0.5	101	4	8
CC(=O)N1CC2(C)CN(C(C)=O)CC(C)(C1)C2O (stereo not given)	101	-2	101	102	-3	104	103	-0.6	100	7	33
Oc1c(C(c2cccs2)N2CCN(c3cccc(Cl)c3)CC2)sc2ncnn12 (stereo not given)	98	·	98	98	2	100	98	1.0	95	5	14
Clc1nc(Cl)nc(NCCC2=CCCCC2)n1	93	19	97	95	-3	103	100	-0.2	107	10	24
CCOC(=O)c1ccc(CC(=O)c2oc3cc(O)ccc3c2C)o1	97	10	101	99	0	101	100	-0.6	99	11	26
CCOc1ccc(NC(=O)Cn2nnc(C(=O)NCCc3ccc(OC)c(OC)c3)c2N)cc1	100	·	103	104	43	108	103	-0.5	103	15	37
O=C(Nn1c(-c2ccccc2)nc2ccccc2c1=O)c1ccco1	96	-1	101	102	1	100	103	0.4	97	10	10
CCCNC(=O)CSc1nc(COc2ccccc2)nc2ccccc12	96	10	97	100	6	98	96	1.0	96	13	10
